CHRM1 antagonist: human M1 muscarinic receptor antagonists, primary screen, CHO-K1 cells, Fluo-8 calcium fluorescence, 1536-well. CHO-K1 hM1, ACh EC80 antagonist. inhibition, % at 3 µM. Muscarinic acetylcholine receptor M1 (Homo sapiens), P11229. AID 588852, 2011. hit rate 1.3% among 360,000;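 active means percent inhibition above its own plate's cutoff, namely the mean of that plate's compound wells plus 3 SD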;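 further: peak over basal fluorescence ratio during 140 s after agonist addition; 0% = ACh EC80 plus DMSO and 100% = DMSO alone without agonist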
Target sequence (P11229 whole entry, looked up): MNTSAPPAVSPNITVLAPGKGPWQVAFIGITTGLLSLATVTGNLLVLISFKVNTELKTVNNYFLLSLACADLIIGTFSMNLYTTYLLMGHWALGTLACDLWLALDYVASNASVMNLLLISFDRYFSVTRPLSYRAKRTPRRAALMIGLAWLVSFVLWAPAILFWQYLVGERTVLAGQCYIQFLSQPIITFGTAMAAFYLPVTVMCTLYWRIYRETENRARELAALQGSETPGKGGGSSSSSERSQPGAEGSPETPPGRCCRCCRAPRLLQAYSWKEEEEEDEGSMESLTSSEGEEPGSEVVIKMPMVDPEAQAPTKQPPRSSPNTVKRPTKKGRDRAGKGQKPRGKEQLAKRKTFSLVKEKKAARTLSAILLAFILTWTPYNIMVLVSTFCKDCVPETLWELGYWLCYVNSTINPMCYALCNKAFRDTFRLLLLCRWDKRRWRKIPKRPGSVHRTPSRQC
CHO parental Ca: ATP-evoked calcium signal inhibitors, parental CHO, primary screen, counter-screen for OX1R antagonist project, cell-based, fluorescence, Fluo-8 calcium dye | parental CHO-K1, ATP-induced calcium, Fluo-8 fluorescence | inhibition, % at 5.6 µM | hit rate 0.63% among 330,000;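 active means inhibition above that plate's mean sample inhibition plus 3 SD, cut at about 26% in these data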;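 further: 0% = ATP-challenged DMSO wells and 100% = DMSO wells without ATP; some compounds past the cut are filed as inactive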
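Material – parental CHO cells · Reagent – ATP stimulus · Compound – single nominal dose of 5.6 µM per compound · Detection – Fluo-8 fluorescence · Read-out basis – percent inhibition of calcium signal · Controls – ATP-challenged DMSO wells low, unchallenged DMSO wells high · Repeats – no replicates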
TAAR1 agonist: human TAAR1 agonists, primary screen, Fluo-8 calcium fluorescence, CHO RD-HGA16 cells | Trace amine-associated receptor 1 (Homo sapiens), Q96RJ0 | vehicle wells 0%, saturating PEA agonist 100% | activation, % at 3 µM | hit rate 0.99% among 360,000;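 active means activation above the mean activation of all test compounds in the run plus 3 SD, cut at about 38% in these data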
Target sequence (Q96RJ0 whole entry, looked up): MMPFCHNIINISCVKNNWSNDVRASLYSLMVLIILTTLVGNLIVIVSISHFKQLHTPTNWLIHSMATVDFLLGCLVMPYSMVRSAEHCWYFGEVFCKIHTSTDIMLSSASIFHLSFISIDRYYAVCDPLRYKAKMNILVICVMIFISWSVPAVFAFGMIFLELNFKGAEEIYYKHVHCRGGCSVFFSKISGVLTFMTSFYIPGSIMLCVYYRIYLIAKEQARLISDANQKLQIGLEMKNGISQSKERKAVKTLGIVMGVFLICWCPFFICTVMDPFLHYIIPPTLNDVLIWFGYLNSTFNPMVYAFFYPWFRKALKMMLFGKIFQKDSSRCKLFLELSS
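Test system: RD-HGA16 (CHO) cells co-expressing Gα16 and hTAAR1; dosing: one-point dosing at 3 µM (nominal); timing: 17-24 h seeding, 75 min 37 °C dye, 30 min RT; signal: kinetic Fluo-8 calcium fluorescence; read-out basis: % activation relative to PEA EC100 response; controls: DMSO and PEA EC100; replicates: n 1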
M1 PAM parental: nonselective calcium activators in parental CHO-K1 cells, primary screen, counter-screen for M1 PAM project, cell-based, Fluo-8 calcium fluorescence, full deck, 1536-well; ATP EC20; 0% at ATP EC20, 100% at ATP max; activation, % at 3 µM; hit rate 0.02% among 360,000;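 active means activation above the run cutoff, the mean activation of all test compounds plus 3 SD, cut at about 40% in these data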;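 further: peak over basal fluorescence ratio in a 140 s read after ATP addition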
CHRM1 agonist: human M1 muscarinic receptor agonists, primary screen, Fluo-8 calcium fluorescence, CHO-K1 cells, HTS | CHO-K1 hM1, agonist mode; 0% DMSO, 100% acetylcholine EC100 | activation, % at 3 µM | hit rate 0.33% among 360,000;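 active means activation above the run's mean compound activation plus 3 SD, cut at about 16% in these data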;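 further: peak over basal fluorescence ratio within a 140 s kinetic read after compound addition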
TAAR1 antag: human TAAR1 antagonists, primary screen, Fluo-8 calcium fluorescence, CHO RD-HGA16 cells; AID 624466, 2012; hit rate 1.5% among 360,000; inhibition, % at 3 µM; antagonist; Trace amine-associated receptor 1 (Homo sapiens), Q96RJ0;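 active means inhibition above a per-plate cutoff, the mean inhibition of test compounds on that plate plus 3 SD, cut at about 49% in these data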;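 further: 0% = DMSO plus EC80 beta-PEA response and 100% = DMSO alone without agonist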
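Test system: RD-HGA16 CHO cells with stable hTAAR1 and Gα16 / Probe or stimulus: EC80 β-phenethylamine stimulus / Times: seeding 17-24 h prior, 75-min 37 °C, 30-min RT dye loading / Detection: Fluo-8 calcium-sensitive fluorescence / Read-out basis: % inhibition scaled between DMSO and EC80 PEA controls / Repeats: singlicate, one well per test compound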
CHRM1 PAM: human M1 muscarinic receptor positive allosteric modulators, primary screen, CHO-K1 cells, Fluo-8 calcium fluorescence, 1536-well. CHO-K1 hM1, ACh EC20; 0% = ACh EC20, 100% = maximal ACh. AID 588819, 2011. activation, % at 3 µM. Muscarinic acetylcholine receptor M1 (Homo sapiens), P11229. hit rate 0.088% among 360,000; in the data active means activation above about 19%, passing the limit was not always enough
CHO-K1 Ca antag: M1 antagonist counterscreen hit in parental CHO-K1 cells; ATP-induced calcium, Fluo-8 fluorescence; inhibition, % at 3 µM; hit rate 0.6% among 360,000; AID 602250;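 active means inhibition above a per-plate cutoff, the plate's mean sample inhibition plus 3 SD, cut at about 24% in these data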;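 further: 0% = DMSO plus EC80 ATP and 100% = DMSO alone without ATP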
M1 ag parental: counter-screen for M1 agonists: effect in parental CHO-K1 cells; Fluo-8 calcium fluorescence; scaled to maximal ATP response, vehicle zero; activation, % at 3 µM; hit rate 0.48% among 360,000; AID 602248, 2012; in the data active means activation above about 15%;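 further: untransfected CHO-K1 host cells lacking M1 receptor as counterscreen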
An asterisk follows results filed as active; . = no result given.

SMILES	CHRM1 antagonist	CHO parental Ca	TAAR1 agonist	M1 PAM parental	CHRM1 agonist	TAAR1 antag	CHRM1 PAM	CHO-K1 Ca antag	M1 ag parental
Cc1ccc(CSCC(=O)Nc2ccccc2)cc1	-15	2	1	-4	-5	-1	10	0	-0.7
N/C(=N\OC(=O)c1ccc(F)cc1)c1cccc([N+](=O)[O-])c1	-16	-2	-2	-18	-1	5	10	6	-0.2
CC1(C)CC(=O)C2=C(C1)NC(=O)CC2c1ccc(F)cc1 (stereo not drawn)	3	-10	8	-5	-2	-1	-4	1	0.3
COc1ccccc1OCc1ccc(C(=O)N2CCCCC2)o1	-8	4	0	5	-5	-8	7	-1	2.2
CCC1CCCCN1CCCCOc1cccc(Cl)c1 (stereo not drawn)	18	-6	5	13	-8	-14	-20	-3	1.9
CN(Cc1ccccc1)C(=O)c1csc([C@@H]2C[C@H](O)[C@@H](CO)O2)n1	-9	.	0	-9	-4	-7	7	9	0.4
CCOC(=O)C1CCCN(C(=O)c2cn(C)c3ccc(S(=O)(=O)N(C)C)cc3c2=O)C1 (stereo not drawn)	-9	-4	0	3	4	-2	12	-7	0.7
Cc1ccc2c(CSc3nnc(C4CC4)n3N)cc(=O)oc2c1	13	-7	10	-12	-9	-12	-8	-4	0.0
COc1ccc(S(=O)(=O)Nc2ccc(Cc3ccncc3)cc2)cc1OC	2	16	6	-10	-7	20	-4	11	12
Cc1cc(C)n(CC2CC(=O)N(c3ccc(F)c(Cl)c3)C2=O)n1 (stereo not drawn)	-3	-6	6	16	-4	5	5	-3	0.9
Cc1ccc(C)c(N(C(=O)CNC(=O)c2ccco2)C(C(=O)NC2CCCCC2)c2ccncc2)c1 (stereo not drawn)	-13	-3	0	-6	-1	-10	10	-4	0.0
CCN1CCc2c(sc(NC(=O)Nc3ccc(Cl)c(Cl)c3)c2C(N)=O)C1	63*	94*	178*	-10	114*	102*	-19	59*	95*
CC(C)C(O)(c1ccccc1)C(CN1CCOCC1)c1ccccc1 (stereo not drawn)	-18	.	9	14	-4	-2	17	-14	-0.5
C=CCn1c(CNC(=O)c2cccs2)nnc1SCC(=O)c1ccc(Br)cc1	2	-16	9	16	-5	-14	4	4	9.6
CSCC(=O)NS(=O)(=O)c1ccc(C)cc1	20	1	14	-17	-2	2	-12	28*	-0.4
COc1ccccc1CCN1CCCC(CN(C)C(=O)c2ccco2)C1 (stereo not drawn)	34	-28	0	13	-6	-12	-18	-13	0.3
Cc1cc(Cl)ccc1NC(=O)CSc1n[nH]c(N)n1	-1	1	4	19	-1	-10	7	-13	1.7
COc1cc(NC(=O)COC(=O)CC(C)(C)C)c(C)cc1[N+](=O)[O-]	9	-23	1	5	-11	10	-10	-6	1.2
CC(C)NC(=O)/C(=C/c1ccco1)c1ccccc1	-35	-16	8	5	-2	-8	16	-1	-0.4
CC(C)(C)c1ccccc1NC(=O)c1ccco1	-2	8	12	4	-1	0	-1	-15	0.1
O=C(NN1CCOCC1)c1ccc(Cl)cc1	-10	1	0	25	-8	-12	7	-6	0.5
O=C(CN(Cc1ccccc1)C(=O)CCC(=O)Nc1nccs1)NCC1CCCO1 (stereo not drawn)	-1	-1	3	-10	4	-1	10	0	-0.9
O=C(C1CCCN(Cc2ccccc2)C1)N1CCCCC1 (stereo not drawn)	-1	4	5	4	-7	1	-3	-9	0.4
COc1cccc(NC(=O)c2cc3ccccc3o/c2=N\O)c1	-5	-11	7	4	-4	25	0	5	2.3
COCCNC(=O)C1(C)CCCN(C(=O)c2cc(C)on2)C1 (stereo not drawn)	-4	.	0	17	-3	3	6	-2	0.1

Record cards, from the list above:
Profile of COc1ccc(S(=O)(=O)Nc2ccc(Cc3ccncc3)cc2)cc1OC = CHRM1 antagonist: 2; CHO parental Ca: 16; TAAR1 agonist: 6; M1 PAM parental: -10; CHRM1 agonist: -7; TAAR1 antag: 20; CHRM1 PAM: -4; CHO-K1 Ca antag: 11; M1 ag parental: 12
Profile of COc1ccccc1OCc1ccc(C(=O)N2CCCCC2)o1 = CHRM1 antagonist: -8; CHO parental Ca: 4; TAAR1 agonist: 0; M1 PAM parental: 5; CHRM1 agonist: -5; TAAR1 antag: -8; CHRM1 PAM: 7; CHO-K1 Ca antag: -1; M1 ag parental: 2.2

Additional results:
SMILES	CHRM1 antagonist	CHO parental Ca	TAAR1 agonist	M1 PAM parental	CHRM1 agonist	TAAR1 antag	CHRM1 PAM	CHO-K1 Ca antag	M1 ag parental
COCCNC(=O)c1onc(CSc2ccc(F)c(F)c2)c1C(=O)O	22	-12	6	-13	-3	6	-8	11	-0.1
Cc1ccc(-n2cc(C(=O)O)c(=O)cc2C)c(C)c1	-1	0	1	23	-3	-16	4	-17	0.6
O=C(NCCCN1CCOCC1)c1ccc(-c2ccc(Cl)cc2)o1	-17	-16	-2	18	-11	-6	14	-12	-0.2
CC(C)(C)OC(=O)N1CCc2onc(-c3ccc(Br)cc3)c2C1=O	4	.	-2	20	-6	-17	-6	-3	0.9
COc1ccccc1CCC(=O)Nc1ccc2c(c1)CN(CCCn1cccn1)CC2	15	-29	1	-6	-4	-8	-9	-5	1.6
O=C(COC(=O)c1cc([N+](=O)[O-])ccc1N1CCOCC1)Nc1c(Cl)cccc1Cl	-2	-5	10	2	-4	0	-1	1	1.4
CCOC(=O)C1=NOC(CNc2ncc(C(F)(F)F)cc2Cl)C1 (stereo not drawn)	-10	-7	0	8	-11	-3	2	2	-0.2
COC(=O)c1c(NC(=O)c2cccc(S(=O)(=O)N3CCN(C)CC3)c2)sc(C)c1C	1	3	1	8	-5	-10	4	-6	0.7
CCC(C)NC(=O)CSc1n[nH]c(-c2cc(Cl)ccc2OC)n1 (stereo not drawn)	-14	-2	2	8	-1	-5	14	-3	4.9
S=c1nc(-c2ccccc2)c(-c2ccccc2)n[nH]1	-20	-8	-1	3	-5	-3	12	-17	1.5
CNS(=O)(=O)c1ccc(C(=O)NCC(=O)NCC2COc3ccccc3O2)cc1 (stereo not drawn)	-6	-12	11	-19	-2	0	5	1	-0.1
O=c1c2ccccc2nc2n1-c1ccccc1CCC2	-2	-14	1	17	-3	3	3	-13	1.8
NS(=O)(=O)c1ccc(NC(=S)N2CCC(Cc3ccccc3)CC2)cc1	0	10	2	4	0	12	9	3	1.4
COc1cccc(C(=O)O/N=C(\N)c2ccc(C)cc2)c1	9	-7	-1	-17	-2	3	-3	8	0.1
COc1ccc(C(=O)N/C(=C\c2ccccc2)C(=O)NC(CCSC)C(=O)O)cc1 (stereo not drawn)	-27	-12	4	17	-1	3	5	-6	0.5
CCNC(=S)N(CCc1c(C)[nH]c2ccc(C)cc12)Cc1cccs1	-2	-9	4	18	-4	11	4	-15	0.8
O=C(NCC1(N2CCOCC2)CCCCC1)c1cccc(S(=O)(=O)Nc2ccc(F)cc2)c1	-2	-14	18	6	-4	-23	4	-12	1.4
O=C(COC(=O)c1ccc2c(c1)OCCO2)Nc1cc(S(=O)(=O)N2CCOCC2)ccc1Cl	-5	-19	2	12	-5	15	10	-8	0.2
O=Cc1c(N2CCC3(CC2)OCCO3)nc2ccccn2c1=O	-8	-2	0	11	-2	-17	7	-10	1.3
O=C(CN1CCN(Cc2ccccc2Cl)CC1)N/N=C/c1cccs1	-3	-22	3	11	-7	-30	1	-3	1.1
O=[N+]([O-])c1ccccc1NC(=S)N/N=C/c1ccc(O)c(O)c1	-9	4	52*	17	-5	13	1	-16	1.0
O=C(NCCc1ccccc1)Nc1nnc([C@@H]2C[C@H](O)[C@@H](CO)O2)s1	-11	.	5	15	-3	-11	3	-10	0.7
Cc1nn(CCCC(=O)Nc2cc(Oc3ccccc3)cc([N+](=O)[O-])c2)c(C)c1[N+](=O)[O-]	11	-18	2	-2	-6	25	-8	3	5.6
CC(C)[C@H](NC(=O)N1c2ccccc2NC(=O)[C@@H]1C(C)C)C(=O)N[C@@H](Cc1ccccc1)C(=O)O	-3	-2	3	19	-2	-9	1	2	-0.2
COc1ccccc1NC(=O)c1ccc2c(c1)OCO2	-13	-1	7	-6	-6	5	11	1	-0.2
The list goes on.
SMILES	CHRM1 antagonist	CHO parental Ca	TAAR1 agonist	M1 PAM parental	CHRM1 agonist	TAAR1 antag	CHRM1 PAM	CHO-K1 Ca antag	M1 ag parental
O=C(COC(=O)CCc1ccc(S(=O)(=O)N2CCOCC2)cc1)NCc1ccccc1Cl	0	-10	3	26	1	3	1	-16	10
Cc1cc(/C=C(\C#N)C(N)=O)c(C)n1-c1ccc(N2CCOCC2)c([N+](=O)[O-])c1	14	-24	91*	12	34*	17	-4	19	13
CC(=O)N1CCN(C(=O)OC2CC3CC2[C@H]2CCCCN2C3=O)CC1 (stereo partly drawn)	.	.	6	7	.	-11	.	-17	0.7
COc1ccc(S(=O)(=O)Nc2ccc(F)c(F)c2)cc1Cl	19	-8	4	-8	0	-25	-7	-5	2.2
COc1ccc(CNC(=O)c2cc3cccc(O)c3oc2=N)cc1	2	-5	1	-4	-3	-9	1	18	5.0
CN1C(=O)c2ccccc2N(C)C1c1ccc2c(c1)OCO2 (stereo not drawn)	-2	-5	1	1	-5	3	-4	10	0.8
O=C(Nc1cccc(S(=O)(=O)Nc2ccccc2F)c1)c1ccc2ccccc2n1	0	-11	4	10	-2	31	-1	-9	2.6
Cc1cc(C)c(C#N)c(Nc2cccc(Br)c2)n1	-13	-16	10	17	-4	1	6	-10	1.2
CCN(c1ccccc1)S(=O)(=O)c1ccc(OC)c(NC(=O)Cc2ccc(OC)c(OC)c2)c1	5	-26	5	-9	-2	20	-2	-16	3.0
CCCCN(C(=O)c1nn(C)c(=O)c2ccccc12)c1c(N)n(CCC)c(=O)[nH]c1=O	-8	-5	2	19	-4	7	5	-11	0.6
Cc1ccc(C2(C(F)(F)F)NC(=O)N3N=C4CCCCCN4C3=C2C#N)cc1 (stereo not drawn)	16	2	1	16	-4	9	-10	-5	-0.1
COC(=O)c1cc(S(=O)(=O)NCCCN2CCCC2=O)cn1C	-1	-1	3	7	-3	-34	-1	-9	0.5
O=[N+]([O-])c1ccc(Nc2nc(N3CCOCC3)nc(N3CCOCC3)n2)cc1	-19	-3	0	24	-2	0	7	-14	1.4
C=CCSC1=C(C#N)C(c2cc(Br)c(O)c(OC)c2)CC(=O)N1 (stereo not drawn)	-6	-10	9	5	1	-9	6	2	9.3
Cc1ccc2c(c1)Sc1c(ccc3ccccc13)N2	-4	-20	1	15	-4	-13	4	-10	2.0
